M4 PAM = CHRM4 positive allosteric modulation | activation, % at 3 µM | hit rate 0.4% among 360,000 | CHO-K1 hM4/Gqi5, Fluo-8 calcium fluorescence, ACh EC20; 0% = ACh EC20, 100% = maximal ACh | P08173;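 active means activation above its plate's cutoff, the mean activation of sample wells plus 3 SD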; further: some results filed as inactive read as strong as hits
Target sequence (P08173 whole entry, looked up): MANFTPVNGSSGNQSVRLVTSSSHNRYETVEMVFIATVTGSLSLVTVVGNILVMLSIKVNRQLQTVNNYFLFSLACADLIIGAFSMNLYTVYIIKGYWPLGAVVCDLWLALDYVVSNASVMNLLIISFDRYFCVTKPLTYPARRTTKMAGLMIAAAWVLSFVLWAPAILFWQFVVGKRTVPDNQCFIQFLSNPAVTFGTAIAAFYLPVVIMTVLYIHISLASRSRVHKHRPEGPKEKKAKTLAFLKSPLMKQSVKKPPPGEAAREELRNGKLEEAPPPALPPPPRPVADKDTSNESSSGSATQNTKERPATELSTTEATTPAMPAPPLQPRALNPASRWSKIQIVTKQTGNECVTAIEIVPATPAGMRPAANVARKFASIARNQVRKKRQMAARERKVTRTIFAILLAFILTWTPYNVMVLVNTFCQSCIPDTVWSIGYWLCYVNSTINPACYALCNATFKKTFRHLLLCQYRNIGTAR
CHRM5 PAM = CHRM5 positive allosteric modulation | P08912 | CHO-K1 hM5, Fluo-8 calcium, ACh EC20 PAM; 0% = ACh EC20, 100% = ACh EC100 | activation, % at 3 µM | hit rate 0.3% among 360,000 | AID 624038;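 active means activation above the run cutoff, the mean activation of all test compounds plus 3 SD, cut at about 18% in these data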
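Measured by: Fluo-8 calcium fluorescence; material: human M5 receptor in CHO-K1 cells; schedule: Post-acetylcholine fluorescence recording 140 s; benchmarks: low control EC20 acetylcholine (0%), high control EC100 acetylcholine (100%); read-out: Max/basal fluorescence ratio as % of EC20–EC100 ACh window; compound: single dose, 3 µM nominal final test concentration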
CRFBP-R2 agonist = agonists of human CRF-binding protein/CRF-R2 receptor complex. HEK293 CRF-R2/CRF-BP, calcium dye fluorescence (FLIPR); percent of saturating CRF peptide response. activation, % at 13.2 µM. hit rate 0.46% among 350,000. AID 588473;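 active means activation of at least 50%, plus an integration ratio under a set limit after plate pattern correction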;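 further: plate controls were neutral control wells without compound for no effect and CRF at EC100 for full effect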
CHRM5 agonist = CHRM5 agonism in calcium assay; CHO-K1 hM5 cells, Fluo-8 calcium fluorescence; 0% DMSO wells, 100% maximal acetylcholine response; AID 624037; activation, % at 3 µM; hit rate 0.19% among 360,000;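 active means activation above the run's mean over test compounds plus 3 SD, cut at about 23% in these data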;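 further: signal is peak over basal fluorescence ratio across the kinetic read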
M4 ag = agonists of human muscarinic M4 receptor (CHRM4); CHO-K1 hM4/Gqi5, Fluo-8 calcium fluorescence; vehicle 0%, full acetylcholine response 100%; hit rate 0.14% among 360,000; P08173; activation, % at 3 µM;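 active means activation above the run mean over all test wells plus 3 SD, cut at about 32% in these data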;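 further: peak over basal fluorescence ratio per well then scaled between controls; 0% = DMSO wells and 100% = acetylcholine at EC100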
M1 PAM = human CHRM1 positive allosteric modulation; hit rate 0.088% among 360,000; AID 588819; activation, % at 3 µM; CHO-K1 hM1, Fluo-8 calcium fluorescence, ACh EC20; 0% = ACh EC20, 100% = maximal ACh; in the data active means activation above about 19%, passing the limit was not always enough
Target sequence (P11229 whole entry, looked up): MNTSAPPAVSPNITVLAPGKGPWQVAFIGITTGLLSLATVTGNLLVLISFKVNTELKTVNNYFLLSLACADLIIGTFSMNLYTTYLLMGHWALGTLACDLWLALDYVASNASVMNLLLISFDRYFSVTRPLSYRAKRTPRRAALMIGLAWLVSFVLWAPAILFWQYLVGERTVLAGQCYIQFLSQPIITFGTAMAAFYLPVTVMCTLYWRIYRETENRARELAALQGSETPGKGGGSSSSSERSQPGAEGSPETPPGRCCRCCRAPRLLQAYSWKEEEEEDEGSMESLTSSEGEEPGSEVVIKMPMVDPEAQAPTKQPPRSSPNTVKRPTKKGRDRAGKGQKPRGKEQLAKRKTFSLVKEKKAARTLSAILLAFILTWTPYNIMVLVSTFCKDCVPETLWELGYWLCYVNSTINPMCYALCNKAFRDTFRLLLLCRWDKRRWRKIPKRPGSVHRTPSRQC
M5 antag = CHRM5 antagonism in calcium assay. P08912. hit rate 0.59% among 360,000. CHO-hM5 cells, Fluo-8 calcium fluorescence, ACh EC80. inhibition, % at 3 µM;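 active means inhibition above a per-plate cutoff, the mean of that plate's test compounds plus 3 SD, cut at about 27% in these data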;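 further: 0% = acetylcholine EC80 with DMSO and 100% = DMSO without agonist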
CHRM1 antagonist = antagonists of human M1 muscarinic receptor. CHO-K1 hM1, Fluo-8 calcium fluorescence, ACh EC80 antagonist. AID 588852. inhibition, % at 3 µM. hit rate 1.3% among 360,000. P11229;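 active means percent inhibition above its own plate's cutoff, namely the mean of that plate's compound wells plus 3 SD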;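 further: peak over basal fluorescence ratio during 140 s after agonist addition; 0% = ACh EC80 plus DMSO and 100% = DMSO alone without agonist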
CHRM4 antagonist = CHRM4 antagonism in calcium assay; CHO-hM4 cells, ACh EC80, Fluo-8 calcium fluorescence; inhibition, % at 3 µM; P08173; hit rate 0.73% among 360,000;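 active means inhibition above its plate's cutoff, the mean inhibition of sample wells plus 3 SD, cut at about 27% in these data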;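 further: 0% = acetylcholine EC80 with DMSO and 100% = DMSO without agonist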
The depositor's hits bear a star; · = not tested or not shown. Compounds as they come (roughly 2.8% active in at least one column).

M4 PAM,CHRM5 PAM,CRFBP-R2 agonist,CHRM5 agonist,M4 ag,M1 PAM,structure,M5 antag,CHRM1 antagonist,CHRM4 antagonist
-6.2,-16.2,-2.2,0.4,6.9,-3.1,CCc1nc2ccc(C(=O)N(C)CC(=O)Nc3ccccc3C(F)(F)F)cc2nc1CC,15.9,0.0,7.9
-2.2,-0.1,0.6,-2.9,0.3,-2.8,Cc1c(C(=O)O)cnc2c([N+](=O)[O-])cnn12,0.8,4.3,0.6
9.4,-5.4,5.1,0.4,0.6,8.3,O=C(NOCc1cscn1)Nc1ccccc1,2.8,-13.0,-10.3
0.6,-0.9,-1.1,-4.7,-1.2,-5.0,CC(OC(=O)c1ccccc1NCc1ccco1)C(=O)Nc1ncc(Cl)cc1Cl (stereo unspecified),2.5,-38.7,-4.2
5.5,-0.5,6.9,0.4,-0.4,1.0,COc1ccc(-n2nnc3c(SCC(=O)c4ccccc4)ncnc32)cc1,-1.1,-0.3,0.8
1.8,-0.8,0.4,-0.8,0.4,4.6,CCc1ccc(NC(=O)N(CCN(C)C)C(C)c2cccnc2)cc1 (stereo unspecified),-0.9,-5.1,-6.0
0.6,-5.4,-0.2,-3.0,2.6,2.5,CC(C)(C)NC(=O)CCn1nc(-c2ccc(Cl)cc2)c2ccccc2c1=O,10.6,-12.8,-3.7
-0.1,4.2,-1.0,2.0,1.4,-3.2,Cn1c(=O)n(C)c2cc(NS(=O)(=O)c3cccs3)ccc21,2.9,1.1,5.5
-10.5,-2.1,-0.2,-7.0,1.0,-12.4,Cc1ccccc1C(OCC(O)CN1CCN(CCO)CC1)c1ccccc1 (stereo unspecified),18.1,16.6,3.1
12.3,3.2,-0.8,1.0,2.3,5.1,Cc1ccc(S(=O)(=O)N2CCOCC2)cc1NC(=O)CN1CCN(c2ccc(O)cc2)CC1,-9.2,-3.9,3.5
2.2,4.1,-4.9,-0.8,0.5,9.0,Fc1ccc2c(c1)c1n[nH]c(=S)nc1n2CCc1ccccc1,-5.5,-14.1,-8.7
6.7,-0.5,·,-1.6,2.9,4.6,CCCCN(C)C(=O)c1sc(=O)n(CC(=O)c2ccccc2OC)c1C,-6.4,-10.8,-15.7
3.6,7.0,1.2,-2.7,0.9,10.9,Cc1ccc(NC(=O)CCS(=O)(=O)c2cc3[nH]c(=O)c(=O)[nH]c3cc2C)cc1,-15.4,-12.9,-5.3
2.9,4.3,13.2,-2.5,1.8,8.2,Cc1cc(C)cc(OCC(=O)NCCc2nc3ccccc3[nH]2)c1,-4.3,-1.3,3.1
-0.5,3.5,28.5,2.2,0.9,-1.9,Cc1ccc(-n2[nH]c(C)c(/C=N/Nc3ccc([N+](=O)[O-])cc3[N+](=O)[O-])c2=O)cc1,-9.6,6.1,-1.8
4.8,0.1,0.1,4.2,1.7,6.0,CC(=O)c1c(C)[nH]c(C(=O)COC(=O)c2nccnc2N)c1C,4.7,2.2,-1.4
-10.9,-21.3,0.0,3.0,10.6,-3.3,CN(Cc1nccn1C)C(=O)c1cc(COc2ccc3ncccc3c2)on1,13.5,6.2,7.0
3.7,-1.0,-0.1,-2.1,-0.2,10.7,CCCNC(=O)c1onc(CSc2ccc(F)cc2)c1C(=O)NCCC,6.1,-14.1,2.4
-1.6,1.0,0.9,-0.4,0.2,9.6,O=C(CCCN1C(=O)/C(=C/c2cccs2)SC1=S)Nc1cc([N+](=O)[O-])ccc1O,-6.0,-12.7,5.8
-3.2,-3.4,0.6,-2.0,0.7,0.9,O=C1C(C=Nc2ccccc2)=C(O)c2ccccc21,4.5,-2.3,7.4
-9.7,-17.9,-0.2,3.2,14.6,-4.7,CCOC(=O)c1oc2cc(OC(C)=O)ccc2c(=O)c1-c1ccc(OC)c(OC)c1,22.8,14.6,10.1
-5.6,-10.2,1.0,2.7,17.6,-11.7,Cc1cc(NC(=O)CSc2cn(CCNC(=O)c3ccc(Cl)cc3)c3ccccc23)no1,1.0,3.2,-15.2
-3.2,-1.8,-0.5,0.1,8.4,1.4,C[C@H](CO)N1C[C@H](C)[C@H](CN(C)S(=O)(=O)c2cccc(F)c2)Oc2cc(Br)ccc2S1(=O)=O,9.2,-14.2,-15.2
1.9,-12.4,0.1,-4.9,1.0,-2.3,C[C@@H]1CCC2[C@](C)(CO)[C@@H](O)CC[C@]2(C)[C@@]12CC[C@@](CO)(CC(=O)O)O2 (stereo partly specified),8.6,2.6,8.2
5.6,2.0,-0.3,2.9,0.5,7.5,O=C(NNc1cc(C(F)(F)F)ccc1Cl)c1ccc(=O)[nH]c1,5.5,-4.8,0.4
8.0,1.9,1.5,-1.2,1.8,17.2,CCOCCCNc1nc(C)nc2c1nnn2Cc1c(F)cccc1Cl,-6.1,-21.1,-10.7
1.5,-6.3,7.4,1.5,-0.2,-0.4,CCCCOc1nc2ccccc2nc1C(C#N)S(=O)(=O)c1ccccc1 (stereo unspecified),7.6,4.3,-4.7
3.0,-5.0,-0.5,0.9,0.9,7.8,CCCCn1c(N)c(N(CCOC)C(=O)c2ccc(Br)o2)c(=O)[nH]c1=O,10.8,-10.2,-1.9
-1.3,7.9,·,-2.3,-0.4,-5.0,Cc1ccc(-c2nc3ccc(Br)cn3c2Cc2ccsc2)cc1,-7.5,-13.6,-12.1
-1.2,3.6,1.6,-1.6,1.0,9.6,Cc1c2cccn2cc[n+]1C,1.4,-10.9,-4.9

3 consecutive entries already listed, for reference:
M4 PAM,CHRM5 PAM,CRFBP-R2 agonist,CHRM5 agonist,M4 ag,M1 PAM,structure,M5 antag,CHRM1 antagonist,CHRM4 antagonist
-2.2,-0.1,0.6,-2.9,0.3,-2.8,Cc1c(C(=O)O)cnc2c([N+](=O)[O-])cnn12,0.8,4.3,0.6
9.4,-5.4,5.1,0.4,0.6,8.3,O=C(NOCc1cscn1)Nc1ccccc1,2.8,-13.0,-10.3
0.6,-0.9,-1.1,-4.7,-1.2,-5.0,CC(OC(=O)c1ccccc1NCc1ccco1)C(=O)Nc1ncc(Cl)cc1Cl (stereo unspecified),2.5,-38.7,-4.2

Other structures
M4 PAM,CHRM5 PAM,CRFBP-R2 agonist,CHRM5 agonist,M4 ag,M1 PAM,structure,M5 antag,CHRM1 antagonist,CHRM4 antagonist
-1.5,2.3,0.8,-1.9,0.0,-0.9,COc1ccc(Cc2nnc(N/N=C/c3ccc(O)cc3O)[nH]c2=O)cc1OC,-7.7,-3.5,2.7
2.3,-9.3,-2.5,3.8,14.4,-5.1,COc1ccc(NC(=O)CN(C)CC(=O)Nc2ccc(Cl)cc2[N+](=O)[O-])cc1,4.0,7.3,-17.0
-4.9,-6.1,0.3,0.7,3.3,13.9,Cc1ccc2nc3n(c(=O)c2c1)-c1cc2ccccc2cc1C(=O)NC3Cc1ccccc1 (stereo unspecified),-6.2,-3.8,20.4
-7.3,-4.0,0.0,-2.4,5.5,6.0,O=C(c1nc2ccccn2c1CNCCn1ccc2ccccc21)N1CCOCC1,2.9,-13.1,-19.4
-3.4,-1.2,-1.1,-1.1,3.2,3.7,COCCCNC(=O)CCc1nnc(Cc2ccc(-c3ccccc3)cc2)o1,2.9,-6.5,4.0
-6.6,1.9,0.2,-1.8,0.4,2.4,COc1ccc(CCN=C(N)NS(=O)(=O)c2cc(F)ccc2F)cc1,0.5,-4.2,11.5
8.6,8.7,0.8,-0.3,1.9,11.2,COC(=O)c1ccc(OCC(=O)Nc2ccsc2C(=O)OC)cc1,-9.2,-13.3,-2.6
4.7,2.9,2.4,4.4,1.9,10.6,COCCCNC(=S)Nc1cccc2ncccc12,11.4,-13.4,-6.2
0.8,-1.3,2.4,-2.7,-0.2,3.8,COc1ccc(/C=N/n2c(SC)nnc(C(C)(C)C)c2=O)c(OC)c1,6.1,-15.3,4.3
5.3,0.0,0.1,-3.2,2.0,0.7,COc1ccc2[nH]c3c(c2c1)CCn1c-3nc2ccccc2c1=O,-0.2,-22.8,-1.2
-6.0,-7.3,1.1,0.9,10.0,-7.5,COc1cc2ccccc2cc1C(=O)Nc1ccc(N2CCN(C(=O)C(C)C)CC2)cc1,13.6,3.9,-4.2
-5.4,-3.0,-2.4,-2.2,1.0,2.3,Cc1c(Cc2ccccc2)sc(NC(=O)c2ccco2)c1C(N)=O,-0.1,12.1,-0.4
-2.0,-3.5,0.1,2.4,2.7,1.0,CC1=C(CO)C(=O)OC([C@@H](C)C2CC[C@H]3C4C[C@H]5O[C@]56[C@@H](O)C=CC(=O)[C@]6(C)C4CC[C@]23C)C1 (stereo partly specified),12.1,-1.9,7.0
11.4,5.9,0.4,-2.1,0.7,21.0,O=C(NN1CCOCC1)c1cc(Cl)ccc1Cl,-8.6,-18.9,-13.7
6.5,-2.2,·,-0.1,0.6,4.6,CN(C)c1cccc(CNC(=O)c2csc([C@H]3C[C@H](O)[C@@H](CO)O3)n2)c1,2.2,-7.6,-9.2
0.8,0.5,-0.1,0.2,-2.1,4.7,CCOC(=O)C1CCN(C(C(=O)NC2CCCC2)c2ccc(C)cc2)CC1 (stereo unspecified),2.1,-2.9,-8.6
-1.7,3.0,-1.5,-0.7,0.6,-0.5,Cc1cc(C)c(S(=O)(=O)n2nc(C)c(Br)c2C)c(C)c1,-2.4,1.1,7.4
-7.0,4.8,5.6,-1.5,1.9,6.5,Cc1cc(C)cc(N(C(=O)c2csnn2)C(C(=O)NC2CCCC2)c2ccccn2)c1 (stereo unspecified),1.4,-1.0,-6.2
5.1,-0.2,-0.7,-0.6,1.8,8.8,CCOC(=O)Cc1ccc(NC(=O)c2ccccc2Br)cc1,1.2,-5.0,1.1
5.1,9.1,3.3,0.8,1.8,9.0,CC(C)(C)c1ccc(Cn2nnc3c(=O)[nH]c(C4CCCN(C(=O)Cc5cccs5)C4)nc32)cc1 (stereo unspecified),-12.3,-8.0,-7.7
-7.7,4.5,0.1,-7.8,0.9,-1.1,CS(=O)(=O)N1CCN(C2C3CC4CC(C3)CC2C4)CC1 (stereo unspecified),5.9,7.8,1.7
4.9,2.6,-1.3,0.6,1.3,6.5,CCCCC(NS(=O)(=O)c1ccc(OC)cc1)C(=O)O (stereo unspecified),-2.8,-0.4,2.5
7.5,0.8,-0.8,2.1,1.6,6.9,O=C1CCN(S(=O)(=O)c2cc(C(F)(F)F)ccc2Cl)CC1,8.5,-4.5,-4.7
-5.3,-3.5,-2.8,-0.5,0.6,-0.5,CCOc1ccc(NC(=S)N(CCOC)C2CCN(C(C)C)CC2)cc1,15.2,-4.3,5.5
-10.5,1.5,-0.1,-1.9,1.2,10.0,CCn1c(SCC(=O)NCCc2ccccc2)nc2sc3c(c2c1=O)CCN(C)C3,3.6,-16.1,-12.0
-9.3,-6.0,45.8,34.9*,25.2,-0.3,O=C(N/N=C/c1ccc(O)cc1)c1ccc(COc2cc(Cl)ccc2Cl)o1,11.5,-0.2,20.3
0.1,-9.3,-0.4,4.4,1.2,-0.7,Cc1ccc(NC(=O)CN2C(=O)C(=O)N(C3CCCC3)C2=O)cc1Cl,15.0,0.3,-0.1
16.0,-6.1,-2.1,1.3,1.4,4.2,COC(=O)[C@H](CCSC)NC(=O)NCCc1ccc(F)cc1,0.7,-9.3,-18.1
1.8,-0.8,-0.1,-4.5,-1.0,2.3,O=C(OC(C(=O)NC1CCCC1)c1ccncc1)C1=Cc2ccccc2OC1 (stereo unspecified),4.2,3.5,-8.2

Screens: PubChem, several laboratories
